Source: PubChem BioAssay
hIAP act = increases human intestinal alkaline phosphatase activity. P09923. purified human IAP, CDP-Star luminescence, 30 min; stronger effect = higher value; 1 = vehicle-only enzyme, 0 = enzyme-free background. activation factor at 10 µM. 330,000 tested, 0.16% active. AID 2524;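 active = activation factor of the enzyme at least 2-fold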; note: the source names both 10 and 20 µM as test concentration; values of inactives mirror those of a sister screen read the other way
PfGluPho inh = PfG6PD (Plasmodium falciparum) enzyme inhibition | PfGluPho enzyme, NADPH resazurin-diaphorase fluorescence | inhibition, % at 20 µM | 350,000 tested, 0.78% active | AID 504690;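 active = inhibition reaching at least a set limit at 20 µM in the primary screen, cut at about 59% in these data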;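 note: 0% = DMSO wells with substrate and 100% = DMSO wells lacking glucose-6-phosphate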
APOBEC3A inh = blocks human APOBEC3A ssDNA deamination; recombinant A3A, FAM/TAMRA ssDNA deamination fluorescence; P31941; inhibition, % at 20 µM; 330,000 tested, 0.41% active;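 active = at least 40% inhibition at 20 µM here, with at most 30% in a related deaminase screen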;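 note: plate controls were A3A with DMSO for no effect and wells lacking A3A enzyme for full effect; some results filed as inactive read as strong as hits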
mIAP block = blocks mouse intestinal alkaline phosphatase. purified mouse IAP, CDP-Star luminescence, 30 min. inhibition, % at 10 µM. 330,000 tested, 0.2% active. AID 2806;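 active = inhibition of at least 40% at 10 µM in the primary screen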;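 note: plate controls were DMSO with enzyme for no effect and no enzyme wells for full effect; values of inactives mirror those of a sister screen read the other way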
ATG4B inh = ATG4B (human) cysteine protease inhibition; 340,000 tested, 0.51% active; ATG4B cleavage of LC3-PLA2, NBD-HPC fluorescence, 1 h; Q9Y4P1; inhibition, % at 8.33 µM; in the data active = inhibition above about 40%
HKDC1 inh = inhibitors of human hexokinase HKDC1; Q2TB90; recombinant HKDC1, G6PDH/diaphorase resazurin coupled fluorescence; inhibition, % at 20 µM; 340,000 tested, 0.16% active;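 active = inhibition above about 35% when tested at 20 µM, limit read from the data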;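 note: plate controls were DMSO wells with enzyme for no effect and DMSO wells lacking enzyme for full effect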
Target sequence (Q2TB90 whole entry, looked up): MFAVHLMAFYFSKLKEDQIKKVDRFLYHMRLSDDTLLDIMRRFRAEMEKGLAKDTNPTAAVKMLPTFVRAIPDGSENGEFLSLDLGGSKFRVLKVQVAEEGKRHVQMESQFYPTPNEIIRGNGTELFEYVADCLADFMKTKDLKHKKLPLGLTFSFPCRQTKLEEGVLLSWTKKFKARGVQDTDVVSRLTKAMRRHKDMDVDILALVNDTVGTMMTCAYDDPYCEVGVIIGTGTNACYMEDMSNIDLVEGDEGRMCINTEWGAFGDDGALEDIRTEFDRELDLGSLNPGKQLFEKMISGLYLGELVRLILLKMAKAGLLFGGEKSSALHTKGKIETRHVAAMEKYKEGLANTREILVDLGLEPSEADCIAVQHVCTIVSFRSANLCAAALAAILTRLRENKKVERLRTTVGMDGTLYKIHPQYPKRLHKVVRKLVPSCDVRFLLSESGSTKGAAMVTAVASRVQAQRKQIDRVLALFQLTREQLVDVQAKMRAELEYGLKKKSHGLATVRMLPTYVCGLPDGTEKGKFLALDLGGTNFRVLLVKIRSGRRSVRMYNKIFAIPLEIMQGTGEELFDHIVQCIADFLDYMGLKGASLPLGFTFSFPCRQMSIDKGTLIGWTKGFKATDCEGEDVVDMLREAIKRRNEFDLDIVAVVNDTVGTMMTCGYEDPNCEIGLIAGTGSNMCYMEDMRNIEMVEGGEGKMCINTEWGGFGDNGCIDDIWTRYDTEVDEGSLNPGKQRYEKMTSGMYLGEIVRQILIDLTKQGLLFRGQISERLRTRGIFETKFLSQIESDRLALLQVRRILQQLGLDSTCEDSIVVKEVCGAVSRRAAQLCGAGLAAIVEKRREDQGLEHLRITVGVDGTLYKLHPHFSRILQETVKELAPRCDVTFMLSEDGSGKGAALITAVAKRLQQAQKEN
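Test system: recombinant HKDC1 (HK5) hexokinase enzyme, produced in-house; Amount: enzyme 5 µg/mL final; Buffer or medium: Tris pH 8.0 buffer with MgCl2, Tween-20, BSA, BME; Reagent: glucose and ATP substrates; Doses: 20 µM test compound, 1% DMSO; Incubation: 90 min reaction incubation at room temperature, dark; Detection: resorufin fluorescence at 613 nm.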
mIAP activ = mouse IAP activation; muIAP, CDP-Star luminescence, 30 min; stronger effect = higher value; 1 = vehicle-only enzyme signal, 0 = enzyme-free wells; activation factor at 10 µM; AID 2805; 330,000 tested, 0.24% active;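 active = activation factor of at least 2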; note: the source names both 10 and 20 µM as test concentration; values of inactives mirror those of a sister screen read the other way
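Assay system: mouse IAP enzyme; reagent: chemiluminescent substrate CDP-Star; dosing: test compounds delivered from DMSO solution; schedule: 30 min at room temperature; measured by: luminescence from enzymatic CDP-Star hydrolysis; controls: DMSO-only wells and no-enzyme negative control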
hIAP inh = blocks human intestinal alkaline phosphatase | 330,000 tested, 0.12% active | P09923 | AID 2544 | inhibition, % at 10 µM | purified IAP, CDP-Star luminescence, 30 min;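 active = inhibition reaching a set limit with compound at 10 µM in the primary screen, cut at about 35% in these data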;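 note: plate controls were DMSO wells with enzyme for no effect and no-enzyme buffer wells for full effect; values of inactives mirror those of a sister screen read the other way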
* hit, by the source's call; / = no result given.

No. | SMILES | hIAP act | HKDC1 inh | APOBEC3A inh | ATG4B inh | mIAP block | hIAP inh | PfGluPho inh | mIAP activ
1 | COc1ccc(F)cc1S(=O)(=O)Nc1ccc2c(c1)OCCO2 | 1.2 | 2 | -1 | 5 | 6 | -20 | 5 | 0.94
2 | Cc1ccccc1NC(=O)CN1C(=O)NC(C)(CCc2ccccc2)C1=O (stereo not given) | 0.93 | -9 | -3 | 0 | -8 | 7 | -9 | 1.1
3 | CCCc1cc(C(=O)Nc2cc(C)on2)no1 | 1 | -5 | -1 | 0 | 11 | -4 | -12 | 0.89
4 | COCCNC(=O)[C@H]1N2C(=O)c3ccccc3C2SC1(C)C (stereo not given in full) | 1 | -8 | -3 | 0 | 6 | 0 | 1 | 0.94
5 | O=C(NCCNC(=O)c1cccnc1)c1ccc(Br)cc1 | 1.1 | -5 | 0 | 1 | 2 | -11 | -2 | 0.98
6 | CC12CCC(C(=O)N(c3ccc(Cl)cc3)C1=O)C2(C)C (stereo not given) | 1 | -4 | -7 | 15 | -2 | -3 | -2 | 1
7 | CC(C)CCNC(=O)c1c[nH]c2ccc(S(=O)(=O)N3CCOCC3)cc2c1=O | 1.1 | 4 | -4 | -7 | 1 | -6 | 11 | 0.99
8 | COc1ccc(C(=O)/C=C(\N)C(F)(F)F)c(O)c1 | 0.84 | 6 | -1 | -3 | 8 | 16 | -25 | 0.92
9 | Cc1cccc(C(=O)NCCC(=O)Nc2ccc(F)c([N+](=O)[O-])c2)c1 | 1 | -3 | 1 | 1 | -2 | -1 | -7 | 1
10 | Cc1ccc(N2CC(C(=O)O)CC2=O)cc1 (stereo not given) | 0.95 | 0 | 5 | -2 | -4 | 5 | -1 | 1
11 | COCc1ccc(CN2CCCC(CCC(=O)NCc3ccc(C)o3)C2)o1 (stereo not given) | 0.97 | -4 | 2 | -8 | 1 | 3 | -3 | 0.99
12 | COc1ccc(NC(=O)CCNC(=O)C2CCN(S(=O)(=O)c3ccc(F)cc3)CC2)cc1OC | 0.97 | 1 | -4 | 9 | 4 | 3 | -2 | 0.96
13 | Cc1cccc(C)c1OCC(O)CNS(=O)(=O)c1ccccc1C(=O)N1CCCCC1 (stereo not given) | 0.88 | 2 | -1 | -4 | 9 | 12 | -1 | 0.91
14 | COc1ccccc1-n1c(CNC(=O)COc2ccccc2)n[nH]c1=S | 1.1 | 2 | -3 | 2 | -4 | -8 | 44 | 1
15 | Cc1ccc(NC(=O)Nc2c(Cl)cccc2Cl)cn1 | 1.2 | 6 | -9 | 2 | -4 | -15 | -23 | 1
16 | COc1ccc(NC(=O)C2CCCN(c3nn4c(=O)cc(C)nc4s3)C2)cc1 (stereo not given) | 0.94 | -1 | -1 | -8 | -14 | 6 | 7 | 1.1
17 | CCN(CC)C(=O)c1c(NC(=O)c2ccccc2)sc(C)c1C | 0.98 | 0 | 2 | 1 | 1 | 2 | -5 | 0.99
18 | COc1cccc(NS(=O)(=O)c2ccc3[nH]cc(C(=O)NCCC(C)C)c(=O)c3c2)c1 | 1 | -2 | 8 | -14 | -8 | -5 | -27 | 1.1
19 | Cc1ccc(CCN2CC(C(=O)NC(C)C)CC2=O)cc1 (stereo not given) | 1.1 | 0 | -3 | -4 | 4 | -9 | -2 | 0.96
20 | CC1CN(S(=O)(=O)c2ccccc2)CN1C(=O)N1CCOCC1 (stereo not given) | 0.93 | -7 | -2 | 0 | 1 | 7 | -1 | 0.99
21 | CN(C)S(=O)(=O)c1cccc(NC(=S)NN=C(Cc2ccccc2)Cc2ccccc2)c1 | 0.95 | -22 | 3 | 3 | 4 | 5 | 13 | 0.96
22 | CCOC(=O)C1=NN(C(=O)Cc2ccccc2)C(O)(c2ccc(Cl)cc2)C1 (stereo not given) | 1.1 | -2 | -1 | -11 | 15 | -10 | -6 | 0.85
23 | Cc1noc(C)c1NC(=O)N(C)C[C@H]1Oc2ccc(NC(=O)Cn3cnnn3)cc2C(=O)N([C@H](C)CO)C[C@@H]1C | 1 | -7 | -3 | 3 | -8 | -4 | 0 | 1.1
24 | CC(=O)Nc1ccc(NC(=O)c2ccccc2N(C)S(=O)(=O)c2ccccc2)cc1 | 1.2 | -4 | 0 | -4 | -4 | -24 | 5 | 1
25 | COc1ccc(CNC(=O)Nc2ccc([N+](=O)[O-])cc2)cc1 | 0.8 | -2 | -4 | 7 | 2 | 20 | 22 | 0.98
26 | CC(C)N1CCN(c2ccncc2S(=O)(=O)N2CCOCC2)CC1 | 1 | -1 | -2 | -9 | -1 | -5 | -6 | 1
27 | CC1=CN2C(=NC(=O)CC2(C)C(=O)N(CC(=O)NC2CCCC2)Cc2ccc(Cl)cc2)C=C1 (stereo not given) | 0.94 | -2 | -3 | -5 | 4 | 6 | 12 | 0.96
28 | CCC(C)n1c(/C=C/c2ccccc2)nc2ccccc21 (stereo not given) | 0.88 | 19 | -5 | 12 | 7 | 12 | 21 | 0.93
29 | Clc1ccc(C2[C@H]3CN(CC4CCCCC4)[C@H](c4ccccc4)C34CC2(c2ccccc2)C4)cn1 (stereo not given in full) | 1 | -5 | -2 | 6 | -3 | 0 | 6 | 1
30 | CC(C/C=N/NC(=O)COc1cc(Cl)ccc1Cl)c1ccccc1 (stereo not given) | 1.1 | 1 | -3 | 4 | -6 | -6 | 14 | 1.1
31 | Cc1ccc2oc(=O)c3cc(C(=O)NCCCN4CCc5ccccc5C4)sc3c2c1 | 0.95 | -1 | -2 | -3 | 10 | 5 | 13 | 0.9
32 | COc1ccccc1CCNC(=O)c1ccccc1SCC(=O)N1CCCC1 | 0.91 | 2 | 1 | 2 | 7 | 10 | -6 | 0.93
33 | CCCCCC(=O)OC(CN1CCCCCC1)CN1CCCC1=O (stereo not given) | 1.2 | -3 | 0 | -4 | -2 | -19 | -3 | 1
34 | COc1ccc(N2CC(O)(c3ccc(C)cc3)[N+]3=C2CCCC3)cc1 (stereo not given) | 1.1 | -7 | 0 | -4 | 4 | -10 | -1 | 0.96
35 | CCOC(=O)c1cnn(-c2ncnc3c2cnn3Cc2ccccc2)c1N | 0.85 | / | -1 | / | 6 | 15 | / | 0.94
36 | CCOC(=O)c1c(NC(=O)CCCC(=O)O)sc2c1CCC2 | 0.97 | 17 | 0 | -4 | 8 | 3 | -24 | 0.92
37 | CC(C)c1ccc(NC(=O)COc2nncc3ccccc23)cc1 | 0.94 | -9 | 4 | -7 | -5 | 6 | -8 | 1.1
38 | CCCN1C2CCCC1CC(NC(=O)Nc1ccc(C(C)C)cc1)C2 (stereo not given) | 0.99 | -3 | -2 | 0 | -57 | 1 | -10 | 1.6
39 | Cc1ncc(C(=O)O)c(C(=O)O)c1N | 0.99 | -5 | -3 | -1 | 4 | 1 | -4 | 0.96
40 | CCOC(=O)C1CCN(C(=O)c2ccc(CNS(=O)(=O)c3ccc(C)cc3)cc2)CC1 | 0.98 | -7 | -3 | -3 | -16 | 2 | 9 | 1.2

Values in list order from the entries so far:
Entries 15 to 24 in hIAP inh, in turn: -15, 6, 2, -5, -9, 7, 5, -10, -4, -24

Returning to the listing, repeating the two entries before the break.
No. | SMILES | hIAP act | HKDC1 inh | APOBEC3A inh | ATG4B inh | mIAP block | hIAP inh | PfGluPho inh | mIAP activ
39 | Cc1ncc(C(=O)O)c(C(=O)O)c1N | 0.99 | -5 | -3 | -1 | 4 | 1 | -4 | 0.96
40 | CCOC(=O)C1CCN(C(=O)c2ccc(CNS(=O)(=O)c3ccc(C)cc3)cc2)CC1 | 0.98 | -7 | -3 | -3 | -16 | 2 | 9 | 1.2
41 | O=C(Nc1ccccc1)c1ccc2nsnc2c1 | 1 | -3 | -4 | 2 | -2 | -3 | 3 | 1
42 | O=C(CCCOc1ccc(Cl)cc1Cl)N/N=C/c1ccc(Cl)cc1 | 0.95 | -7 | 0 | -10 | 2 | 5 | 62* | 0.98
43 | COc1ccc(C(=O)N2CCCC(c3nc(-c4ccc(OC)c(OC)c4)no3)C2)c(OC)c1 (stereo not given) | 0.95 | -3 | 0 | -8 | 1 | 5 | -19 | 0.99
44 | COc1cc(OC)cc(C(=O)NCC2CCCO2)c1 (stereo not given) | 1.2 | 1 | -1 | 2 | 2 | -21 | 1 | 0.98
45 | COC(=O)CC1C(=O)NCCN1C(=O)Nc1ccccc1 (stereo not given) | 0.99 | 3 | -1 | -5 | -3 | 1 | -3 | 1
46 | C=C(C)Cn1c(CN(C)Cc2ccccc2)nc2c1c(=O)n(C)c(=O)n2C | 0.94 | -7 | -5 | -12 | 1 | 6 | -14 | 0.99
47 | Cc1ccc2nc(C)cc(Nc3ccc4c(c3)OCCO4)c2c1 | 0.94 | -7 | 10 | -3 | -4 | 6 | -5 | 1
48 | COc1ccc(C(=O)NCCNC(=O)c2ccccn2)cc1 | 1 | 1 | 1 | -7 | -4 | 0 | -15 | 1
49 | COc1ccc(C2CC(=O)c3cnn(-c4nc(C)cc(C)n4)c3C2)cc1 (stereo not given) | 0.96 | -8 | -2 | -6 | 5 | 4 | -8 | 0.95
50 | CCc1cccc(NC(=O)CCSCCC(=O)Nc2cccc(CC)c2)c1 | 1.1 | 9 | 2 | -21 | -21 | -9 | 15 | 1.2
51 | Nc1nc(-c2c(Cl)cccc2Cl)no1 | 0.98 | 0 | 4 | -1 | 7 | 2 | 6 | 0.93
52 | Cc1cc2nc(C)c(Cc3ccccc3)c(=O)n2[nH]1 | 1 | -3 | -1 | 0 | -3 | -1 | 2 | 1
53 | Nn1cc(-c2ccccc2)nc1SCC(=O)Nc1cccc(S(N)(=O)=O)c1 | 0.92 | 0 | -3 | -2 | 12 | 8 | 3 | 0.88
54 | Cc1ccc(S(=O)(=O)N2[C@@H](c3ccc(Cl)cc3)C(C(=O)O)=CC[C@H]2c2cccc(C)c2)cc1 | 0.88 | 13 | -2 | 4 | 23 | 12 | -18 | 0.77
55 | CCOC(=O)Cn1c(=O)c2c(nc3n2CCCN3CCc2ccccc2)n(C)c1=O | 1.1 | -3 | -6 | 4 | 4 | -6 | 6 | 0.96
56 | COc1ccc(-c2c(-c3ccc(OC)nc3)c3ccccc3n2C)cc1 | 0.85 | 6 | 0 | 11 | -3 | 15 | 1 | 1
57 | COc1ccc(/C=C2/C(=O)N=C(N)N2C)cc1OC | 0.94 | -4 | 0 | -3 | 10 | 6 | -3 | 0.9
58 | C=C(C)CN=C1NN=C(c2cc(C)n(-c3ccc(C)cc3)c2C)CS1 | 0.95 | -8 | -1 | 15 | 19 | 5 | 6 | 0.81
59 | CCOc1cc(/C=C2\CN(CC)C/C(=C\c3ccc(O)c(OCC)c3)C2=O)ccc1O | 0.69 | 15 | 8 | -8 | 17 | 31 | 12 | 0.83
60 | CCOC(=O)C1=C(CN2CCN(C(=O)c3ccco3)CC2)NC(=O)NC1c1ccc(OC)cc1 (stereo not given) | 1.3 | -5 | -5 | -2 | 7 | -33 | 9 | 0.93
61 | O=[N+]([O-])c1cccc(/C=N/N2CCN(c3ccccn3)CC2)c1 | 0.99 | 1 | -7 | -12 | 4 | 1 | 0 | 0.96
62 | Cn1nccc1C(=O)Nc1ccn(C23CC4CC(CC(C4)C2)C3)n1 | 0.95 | 7 | 3 | 1 | -8 | 4 | -2 | 1.1
63 | COC(=O)CCc1c(C)c(C(=O)c2ccc(F)cc2)c2ccccn12 | 0.8 | 4 | -2 | 9 | 9 | 20 | 37 | 0.91
